# Source: PubChem (several laboratories)
# Hsp70 act – Hsp70 transcriptional activators, primary screen, cell-based, HeLa, Hsp70 promoter luciferase, luminescence, 10 µM. HeLa Hsp70 promoter luciferase reporter; scaled: vehicle 0, proteasome-inhibitor control 100%. activation, % at 10 µM. hit rate 0.04% among 200,000. AID 1203, 2008;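 active = activation above the mean across all tested compounds plus 3 SD, cutoff set per campaign, cut at about 5.5% in these data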;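 note: 100% = MG132 at 30 µM as the positive control and 0% = DMSO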
# PMI act satM6P – human PMI activators, high substrate, primary screen, biochemical, fluorescence intensity, near-saturating mannose 6-phosphate; Mannose-6-phosphate isomerase (Homo sapiens), P34949; coupled PMI enzyme assay, resazurin fluorescence, 20 min; stronger effect = higher value; 1 = untreated enzyme, 0 = substrate-free blank; activation factor at 20 µM; hit rate 0.34% among 190,000; AID 1216, 2008;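 active = activation factor of 2 or more at 20 µM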
# Target sequence (P34949 whole entry, looked up): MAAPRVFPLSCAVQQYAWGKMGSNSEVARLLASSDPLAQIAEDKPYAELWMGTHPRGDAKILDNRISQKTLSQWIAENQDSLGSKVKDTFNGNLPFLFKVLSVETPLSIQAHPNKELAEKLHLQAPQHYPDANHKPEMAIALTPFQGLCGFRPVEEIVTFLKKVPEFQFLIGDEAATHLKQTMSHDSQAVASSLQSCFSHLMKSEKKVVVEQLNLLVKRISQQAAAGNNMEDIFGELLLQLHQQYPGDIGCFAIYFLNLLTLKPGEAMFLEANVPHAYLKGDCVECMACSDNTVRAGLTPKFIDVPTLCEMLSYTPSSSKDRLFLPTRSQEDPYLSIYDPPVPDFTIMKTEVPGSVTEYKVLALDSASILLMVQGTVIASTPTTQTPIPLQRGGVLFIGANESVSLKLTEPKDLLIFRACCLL
#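 Test system: human phosphomannose isomerase with PGI, G6PDH, diaphorase coupling enzymes; amount: 15 ng/mL PMI; incubation: enzyme reaction with compound 20 min at room temperature; technique: resorufin fluorescence (Ex 544/Em 590 nm) from resazurin via diaphorase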
# Diaph inh CS – diaphorase inhibitors and chemical oxidizers, primary screen, counter-screen for diaphorase-coupled primary assays, biochemical, uHTS, resorufin fluorescence; diaphorase resazurin-to-resorufin fluorescence, NADH, 16 min; bacterial (C. kluyveri) enzyme, not human; inhibition, % at 20 µM; hit rate 0.69% among 190,000; AID 1217, 2008;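 active = primary screen inhibition at 20 µM above a set limit, cut at about 50% in these data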;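 note: plate controls were DMSO with full reaction for no effect and wells lacking NADH for full effect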
#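 Detection: fluorescence of resorufin formed from resazurin, Ex 544/Em 590 nm; test system: Clostridium kluyveri diaphorase enzyme; amount: 0.14 U/mL diaphorase, enzyme working solution; times: 16-min room-temperature incubation before reading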
# Diaphorase act – compounds boosting diaphorase resazurin reduction – biochemical, uHTS, resorufin fluorescence, counter-screen for diaphorase-coupled primary assays, primary screen | Diaphorase/resazurin coupled assay, 16 min; stronger effect = higher value; 1 = vehicle wells, 0 = NADH-free wells | activation factor at 20 µM | hit rate 0.005% among 190,000 | AID 1229, 2008;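 active = diaphorase activity raised at least twofold by the compound at 20 µM; inactive = activation factor below 2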
#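 test system = bacterial diaphorase enzyme (C. kluyveri) | quantity = enzyme 0.07 U/mL final | reagent = NADH substrate 0.114 mM plus resazurin dye 0.1 mM, final | incubation = 16 min enzyme reaction, ambient temperature | buffer or medium = HEPES pH 7.4 buffer with MgCl2 and Tween 20 | signal = fluorescence of resorufin, 544 nm excitation, 590 nm emission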
# S1P3 antag – S1P3 receptor antagonists, primary screen, cell-based | inhibition, % at 4.98 µM | hit rate 0.27% among 170,000 | Sphingosine 1-phosphate receptor 3 (Homo sapiens), Q99500 | CHO S1P3 NFAT-BLA reporter, FRET fluorescence, antagonist mode;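 active = inhibition above the plate cutoff, the mean inhibition of test wells on that plate plus 3 SD, cut at about 28% in these data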;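 note: cells challenged with S1P at its EC80 of 0.8 µM; blue over green emission ratio from cleaved BLA substrate after 4 h stimulation; 0% = S1P-stimulated wells and 100% = unstimulated DMSO-only wells; some compounds past the cut are filed as inactive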
# Target sequence (Q99500 whole entry, looked up): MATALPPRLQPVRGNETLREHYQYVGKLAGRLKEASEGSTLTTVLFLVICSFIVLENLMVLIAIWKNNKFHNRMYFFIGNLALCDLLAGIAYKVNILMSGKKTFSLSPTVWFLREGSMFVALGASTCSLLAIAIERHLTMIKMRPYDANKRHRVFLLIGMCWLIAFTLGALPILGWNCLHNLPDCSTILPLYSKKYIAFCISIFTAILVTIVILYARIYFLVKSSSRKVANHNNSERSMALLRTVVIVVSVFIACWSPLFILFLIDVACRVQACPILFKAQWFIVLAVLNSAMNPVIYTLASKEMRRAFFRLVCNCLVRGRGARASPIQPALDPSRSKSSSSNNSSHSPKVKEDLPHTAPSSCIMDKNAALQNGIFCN
# G6PDH counter – L. mesenteroides G6PDH inhibitors, counter-screen for G6PDH-coupled screening assays, biochemical, Leuconostoc mesenteroides enzyme. Purified L. mesenteroides G6PDH, diaphorase/resazurin coupled fluorescence, 45 min. glucose-6-phosphate dehydrogenase [Leuconostoc mesenteroides]. inhibition, % at 5 µM. hit rate 0.12% among 200,000
# TLR4 MyD88 comp – inhibitors of TLR4-MyD88 association in cells, primary screen, cell-based, HeLa CL3-4, BLA complementation, FRET ratio; Toll-like receptor 4 (Homo sapiens) + Myeloid differentiation primary response protein …; HeLa CL3-4 TLR4/MyD88 BLA complementation; inhibition, % at 8.4 µM; hit rate 0.18% among 200,000; in the data active = inhibition above about 25%;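 note: 0% = vehicle and 100% = reference inhibitor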
# RAM inhibit – inhibitors of the yeast RAM network, primary screen, dse1pr::URA3 reporter, 5-FOA selection. hit rate 1.8% among 190,000. AID 868, 2007. S. cerevisiae dse1pr::URA3 reporter, 5-FOA growth OD615, 2 d; analog-sensitive cbk1-as2 kinase mutant strain. inhibition, % at 50 µM;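 active = inhibition above a set limit, 3 SD over mean compound inhibition, cut at about 8.4% in these data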;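 note: 0% = DMSO-only wells with no growth and 100% = 10 µM 1-NA-PP1 full growth; inhibition rescues growth on 5-FOA so higher OD means more RAM inhibition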
# L major viab – Leishmania major promastigote growth inhibition, primary screen; Leishmania major promastigotes, resazurin fluorescence viability; inhibition, % at 10 µM; hit rate 9% among 200,000;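 note: promastigotes grown with compound for 44 hours at 28 °C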
# Redox H2O2 prof – compounds producing H2O2 with reducing agent – biochemical, NIH compound library profiling, artefact control for MLSCN library redox annotation, primary screen | DTT-dependent redox cycling H2O2, phenol red/HRP absorbance; 100% = 100 µM peroxide control, 0% = buffer | activation, % at 10 µM | hit rate 0.03% among 200,000;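 active = activation of at least 50% relative to the plate's high and low controls in the primary single-dose screen; inactive = activation below 50%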;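 note: compound incubated with DTT at 0.8 mM final as the reducing agent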
# PMI activator – activators of human PMI, primary screen, biochemical, fluorescence intensity, near-Km mannose 6-phosphate; Mannose-6-phosphate isomerase (Homo sapiens), P34949; purified human PMI, coupled resazurin fluorescence, 20 min; stronger effect = higher value; 1 = vehicle control, 0 substrate-free wells; activation factor at 20 µM; hit rate 0.005% among 190,000; AID 1214, 2008;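 active = activation factor of 2 or more at 20 µM, relative to plate controls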
# Starred values were filed as active, the others as inactive; nt = no result given. Cut-off read from the data, not from the text of the source, unless noted: active = inhibition above about 50%; inactive = the rest.
# A first look, 4 compounds:
# The line under a structure holds: Hsp70 act	Redox H2O2 prof	L major viab	PMI activator	Diaphorase act	PMI act satM6P	G6PDH counter	RAM inhibit	S1P3 antag	Diaph inh CS	TLR4 MyD88 comp
[1] O=C1CC(c2ccccc2Br)c2cc3c(cc2N1)CCC3 (stereo unspecified)
→ 0.3	1.9	100.0*	1	0.9	1	-1.5	7.9	14.8	8.7	4.0
[2] COC(=O)c1ccc(Nc2cc(C)nc3nc(C)nn23)cc1
→ -0.2	0.3	5.5	1.1	1.1	1	14.7	-0.9	-27.7	-12.4	1.9
[3] O=C(/C=C\c1cn(-c2ccccc2)nc1-c1ccc2c(c1)OCCO2)N1CCOCC1
→ -0.2	0.0	16.7	0.9	0.8	0.9	0.3	1.6	-2.5	23.5	-2.6
[4] COC(=O)Nc1c(C(=O)OC)cc(OC)c(OC)c1OC
→ -0.5	1.9	-4.0	1	0.7	1	1.3	2.6	-4.3	25.5	-6.2

# Main list, from the start:
# The line under a structure holds: Hsp70 act	Redox H2O2 prof	L major viab	PMI activator	Diaphorase act	PMI act satM6P	G6PDH counter	RAM inhibit	S1P3 antag	Diaph inh CS	TLR4 MyD88 comp
[1] O=C1CC(c2ccccc2Br)c2cc3c(cc2N1)CCC3 (stereo unspecified)
→ 0.3	1.9	100.0*	1	0.9	1	-1.5	7.9	14.8	8.7	4.0
[2] COC(=O)c1ccc(Nc2cc(C)nc3nc(C)nn23)cc1
→ -0.2	0.3	5.5	1.1	1.1	1	14.7	-0.9	-27.7	-12.4	1.9
[3] O=C(/C=C\c1cn(-c2ccccc2)nc1-c1ccc2c(c1)OCCO2)N1CCOCC1
→ -0.2	0.0	16.7	0.9	0.8	0.9	0.3	1.6	-2.5	23.5	-2.6
[4] COC(=O)Nc1c(C(=O)OC)cc(OC)c(OC)c1OC
→ -0.5	1.9	-4.0	1	0.7	1	1.3	2.6	-4.3	25.5	-6.2
[5] COc1ccc(S(=O)(=O)NCc2ccc(F)cc2)cc1OC
→ -0.1	-0.2	-1.4	1	1	1.1	1.8	-0.7	-8.3	-3.3	-4.7
[6] COc1ccc(CCC(=O)OCC(=O)c2cccc(OC)c2)cc1
→ -0.3	0.1	-10.1	1.2	1	1	-5.4	0.8	-2.7	1.2	5.5
[7] Cc1cccc(NC(=O)CN2C(=O)c3ccccc3C2=O)c1C
→ -0.3	-1.5	-7.5	0.9	0.9	1	-0.1	3.0	3.8	8.2	0.0
[8] COc1ccc(C(=O)COC(=O)CN2C(=O)NC(C)(C)C2=O)cc1OC
→ -0.2	1.6	-6.2	0.8	0.7	0.9	3.6	0.2	-16.7	27.1	-6.4
[9] Cc1ccc(CNC(=O)c2ccc3c(c2)NC(=O)C(N2CCOCC2)S3)cc1 (stereo unspecified)
→ -0.1	-0.6	0.4	1	0.9	1	-2.4	1.2	-19.7	5.3	-15.2
[10] CCOCCCNC(=S)N1CCCN(c2nc3c(C)c(C)ccc3cc2C#N)CC1
→ -0.3	0.3	12.5	nt	nt	nt	7.4	21.9*	-8.3	nt	7.3
[11] COC(=O)CSc1nc(NC(C)C)nc(N2CCOCC2)n1
→ -0.2	1.2	-1.7	1	1	1	7.1	0.5	15.5	3.6	3.4
[12] COc1ccc(N/C=C/C(=O)C(C)(C)C)cc1
→ -0.4	-1.4	1.1	1	0.9	0.8	11.6	1.0	-10.1	5.1	3.1
[13] CC(=O)c1ccc(NC(=O)c2ccc(NC(=O)CCS(=O)(=O)c3cccs3)cc2)cc1
→ 0.0	-0.5	-3.6	0.9	0.8	0.9	-0.1	3.6	-3.4	23.8	-7.6
[14] CNc1nc(OC)nc(N2CCOCC2)n1
→ 0.0	0.0	-1.3	1	0.9	1	5.6	-0.5	65.8*	10.8	-2.0
[15] Cn1c(SCC(=O)N2CCCCC2)nnc1-c1ccc(S(=O)(=O)N2CCOCC2)cc1
→ -0.4	-0.4	-2.0	0.9	0.9	0.9	0.5	0.1	-8.5	11.8	-4.5
[16] Cc1cc(-c2ccccc2)nc(N(C)NC(=O)c2cccc(C(F)(F)F)c2)c1S(C)(=O)=O
→ -0.4	-0.1	0.5	1.1	1	1.1	8.1	2.9	nt	4.2	1.9
[17] O=C(CSc1nc(-c2ccccc2)cc(=O)[nH]1)N1CCOCC1
→ -0.2	0.4	-6.2	0.9	0.9	1	0.9	2.4	-12.1	7.2	-6.0
[18] Cc1ccc(S(=O)(=O)CCC(=O)OCC(=O)Nc2cc(C)on2)cc1
→ -0.2	0.2	1.9	1	1	1.1	14.9	0.8	-11.8	2.5	11.7
[19] O=C(Nc1nc(-c2ccccc2)cs1)c1ccc(S(=O)(=O)N2CCc3ccccc32)cc1
→ -0.3	0.9	98.7*	1	1	1	-5.8	2.6	4.3	1.4	2.2
[20] CCn1nccc1C(=O)Nc1cc(Cl)ccc1Cl
→ -0.1	0.4	0.5	1	1.1	1	-10.4	-0.7	-0.2	-7.4	-5.6
[21] Cc1[nH]c2ccccc2c1N=Nc1ccc(F)cc1
→ 0.1	-0.5	3.1	1	0.8	0.8	-2.5	-1.4	9.2	18.0	-5.4
[22] CC(=O)c1cc(-c2ccccc2)n(CC(=O)N2CCC(N3CCCCC3)CC2)c1C
→ -0.3	3.1	94.7*	0.9	0.9	0.9	-14.5	4.1	-27.5	10.2	-17.2
[23] Cc1ccc(NC(=O)CCC(=O)N/N=C/c2cccs2)cc1
→ -0.1	-0.3	-1.7	1.1	0.9	1	-0.5	0.9	-10.4	7.3	0.8
[24] N#Cc1ccsc1NC(=O)CN1CCN(c2ccccc2)CC1
→ -0.1	1.9	-5.6	0.9	0.9	0.9	-3.6	3.2	5.2	14.2	3.9
[25] COc1ccc(C(=O)Nc2ccc3nc(N4CCCCC4)cc(C)c3c2)cc1OC
→ -0.2	1.5	17.0	0.8	0.9	0.9	-17.9	0.7	-5.1	7.0	1.0
[26] O=C(c1cc(C2CC2)on1)N1CCN(C(c2ccccc2)c2ccccc2)CC1
→ -0.1	-0.3	-4.8	0.9	0.8	0.9	-10.1	1.4	9.9	17.5	-9.8
[27] COc1ccc(OC)c2sc(NC(=O)c3ccc(Cl)s3)nc12
→ -0.1	-0.6	1.7	1	1	1	-8.1	2.2	-4.6	0.3	-0.5
[28] COc1ccccc1NC(=S)N(CCCN1CCOCC1)Cc1cccs1
→ -0.2	-1.2	34.7	1.1	1.1	1.1	4.2	-1.2	-11.8	-11.3	-14.8
[29] Cc1cccc(-n2c(N)cc(=O)[nH]c2=S)c1C
→ -0.4	-2.3	-1.8	1	1	1	9.8	0.0	-51.9	4.3	-7.6
[30] COc1ccc(NC(=O)/C=C/c2c(Cl)nc3ccccn23)cc1
→ 1.6	1.0	23.9	1	1	1	-1.4	-0.4	-6.4	3.3	0.2
[31] COc1ccc(CNC(=O)c2c(C)oc3c2C(=O)c2ccccc2C3=O)cc1
→ 0.0	0.6	31.3	1.6	0.9	1.3	62.3*	2.6	-28.4	11.4	-11.6
[32] CCOC(=O)c1ccc2c(c1)nc(SCc1cn3ccsc3n1)n2CC
→ -0.6	3.2	99.3*	1	1	1	6.6	-0.2	26.3	-4.5	-14.9
[33] O=C(NCCc1ccccc1)C(=O)Nc1ccc([N+](=O)[O-])cc1
→ 0.0	0.8	-6.2	1	0.9	1	10.8	3.0	1.4	12.6	0.0
[34] Cc1cccc(N2C(=O)CC(Sc3nc(C)cc(C)n3)C2=O)c1 (stereo unspecified)
→ -0.3	0.2	-0.6	1.1	0.9	1.1	6.3	3.3	nt	10.7	-4.8
[35] CCOC(=O)N1CCC(Nc2c(-c3ccccc3)c(=O)c2=O)CC1
→ -0.1	0.0	-2.0	1	1	1	8.5	-0.3	nt	4.5	-0.2
[36] COCCNC(=O)CSCc1nc(-c2ccc(SC)cc2)oc1C
→ 0.0	-4.3	0.1	1	0.9	1	5.6	0.9	13.4	8.0	3.8
[37] O=C(NNS(=O)(=O)c1ccc(F)cc1)c1cnccn1
→ -0.1	-1.1	-7.6	0.9	0.9	0.9	-3.1	0.0	-39.3	14.4	7.8
[38] COCCN1C(=O)N[C@@H](c2ccccc2)C(C(=O)OC)=C1C
→ -0.4	0.3	-2.9	1.1	1	1.1	11.9	0.8	-17.8	-2.8	-14.0
[39] C/C(N)=C(/C#N)C(=O)CSc1cc(Cl)ccc1Cl
→ 0.1	0.0	-0.5	1.1	0.9	1	6.9	5.5	-14.0	11.1	6.4
[40] CCNc1c(C(=O)O)ccc2c1C(=O)c1ccccc1C2=O
→ -0.4	2.5	-1.3	1	0.9	0.9	-4.8	1.4	-35.9	7.1	10.1
[41] COCCCNCCCCOc1cccc(Br)c1
→ -0.2	0.1	99.3*	1	0.9	1	3.6	0.9	3.0	14.4	-12.4
[42] Cc1cc(NC(=O)c2ccc3c(c2)C(=O)N(C2CCCCC2)C3=O)no1
→ -0.3	0.8	-4.4	0.9	0.9	0.9	-7.8	2.7	nt	9.0	-11.8
[43] COc1ccc(C(=O)O/N=C(\N)Cc2ccc(Cl)cc2)cc1OC
→ -0.4	-4.2	65.7*	1	0.9	1.1	3.7	-0.7	nt	11.6	5.5
[44] O=C(COc1ccccc1)Nc1nnc(-c2ccc3c(c2)CCCC3)o1
→ -0.1	-0.7	-4.8	1.1	1	1.1	-20.8	2.7	nt	0.8	-3.0
[45] Cc1ccccc1NC(=O)C1CCCN(S(=O)(=O)c2cnc[nH]2)C1 (stereo unspecified)
→ -0.1	-0.3	12.8	0.9	0.9	0.9	9.3	0.8	-20.5	6.6	-3.4
[46] C/C(=N\Nc1ccccn1)c1ccc(OC(F)F)cc1
→ 0.5	-0.6	21.8	0.9	1	0.9	-1.6	0.0	16.0	1.7	-10.4
